# High-throughput results as filed in PubChem.
# Abs 340nm = compound light absorbance at 340 nm, profiling panel, artefact control, biochemical, MLSMR library, data from PS, PMK, MK assays; fold change at 10 µM; 65,000 tested, under 10 active; compound absorbance at 340 nm, fold over control; AID 708, 2007;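 active = at 10 µM dose, initial 340 nm absorbance at least 2 fold that of control wells; inactive = change under 2 fold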;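 also: initial absorbance extrapolated from kinetic A340 decline of NADH oxidation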
# 5HT1a ag = human 5-HT1a receptor agonists, primary screen, cell-based, CHO, Ga15 NFAT-bla reporter; 5-hydroxytryptamine receptor 1A (Homo sapiens), P08908; CHO 5-HT1a Ga15 NFAT-bla reporter, FRET ratio; 0% basal, 100% maximal reference agonist; activation, % at 10 µM; 65,000 tested, 0.56% active; AID 567, 2006;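 active = activation above the screen-wide mean activation plus 3 SD, cut at about 19% in these data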;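 also: 0% = DMSO wells and 100% = 5-CT at EC100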
# Target sequence (P08908 whole entry, looked up): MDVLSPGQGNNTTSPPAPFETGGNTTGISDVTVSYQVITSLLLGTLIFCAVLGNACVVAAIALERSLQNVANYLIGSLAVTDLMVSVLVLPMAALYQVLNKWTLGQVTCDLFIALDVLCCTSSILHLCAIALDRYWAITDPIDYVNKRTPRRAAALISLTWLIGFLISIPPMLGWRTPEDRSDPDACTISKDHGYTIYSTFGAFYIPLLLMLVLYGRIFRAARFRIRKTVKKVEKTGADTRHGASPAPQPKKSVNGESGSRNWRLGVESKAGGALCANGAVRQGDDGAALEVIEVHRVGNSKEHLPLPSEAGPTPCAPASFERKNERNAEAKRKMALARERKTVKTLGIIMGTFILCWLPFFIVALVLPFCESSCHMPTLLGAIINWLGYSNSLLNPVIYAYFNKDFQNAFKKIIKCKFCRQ
# RORA act = activators of orphan receptor RORA, primary screen, cell-based, luminescence. 65,000 tested, 1.5% active. Nuclear receptor ROR-alpha (Homo sapiens), P35398. activation, % at 10 µM. CHO-K1 Gal4-RORA LBD luciferase reporter; percent increase over mock-subtracted basal signal;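 active = activation above the mean of all tested compounds plus 3 SD, cut at about 49% in these data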;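 also: 0% = DMSO-treated RORA cells and 100% = added signal equal to DMSO minus mock-transfected cells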
# MMP-13 inhibitor = human MMP13 inhibitors, primary screen, biochemical, FRET peptide cleavage; Collagenase 3 (Homo sapiens), P45452; MMP-13 fTHP FRET cleavage, Mca fluorescence; inhibition, % at 4 µM; 65,000 tested, 0.07% active;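 active = inhibition above the mean of compound-free control plate wells plus 3 SD, cut at about 14% in these data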;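 also: 0% = DMSO wells and 100% = wells with reference MMP-13 inhibitor after basal subtraction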
# 5HT1a antag = human 5-HT1a receptor antagonists, primary screen, cell-based, CHO, Ga15 NFAT-bla reporter; AID 612, 2007; 5-hydroxytryptamine receptor 1A (Homo sapiens), P08908; CHO 5-HT1a Ga15 NFAT-bla reporter, antagonist mode; 62,000 tested, 0.68% active; inhibition, % at 10 µM;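 active = inhibition above the mean of all tested compounds plus 3 SD, cut at about 43% in these data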;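 also: receptor stimulated by 5-CT agonist at 100 nM near EC80; beta-lactamase reporter measured by ratiometric fluorescence of a cleavable substrate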
# Fluor 339 460 = intrinsic fluorescence of library compounds, ex339/em460 – biochemical, MLSMR library, data from DPM-DC assay, artefact control, profiling panel; compound autofluorescence, ex339/em460 nm, NADH buffer; stronger effect = higher value; 1 = no-compound wells, NADH background; fluorescence fold increase at 10 µM; 65,000 tested, 5.5% active;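 active = at 10 µM, mean starting fluorescence two-fold or more over control wells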;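 also: signal is the first read of a kinetic run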
# NADH enzymes = inhibitors of PK/LDH coupling enzymes, profiling panel, artefact control, biochemical, MLSMR library. 65,000 tested, 0.02% active. coupled PK/LDH NADH assays, four targets. IC50, µM (top dose mostly 10 µM), without a hit: at the highest dose inhibition. AID 774, 2007;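 active = single-dose screening hits from any of four coupled enzyme assays that gave an IC50 when retested across doses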;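 also: the DPM-DC format reads NADH fluorescence rather than 340 nm absorbance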
# TNAP act mid DEA = human TNAP enzyme activators, primary screen, biochemical, luminescent, intermediate phosphate acceptor level; activation factor at 20 µM; purified TNAP, CDP-star luminescence, 100 mM DEA, 30 min; stronger effect = higher value; scale: 0 levamisole-inhibited, 1 vehicle-only enzyme; 64,000 tested, under 10 active;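 active = activation factor of at least 2 at 20 µM, relative to controls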
# Target sequence (P05186 whole entry, looked up): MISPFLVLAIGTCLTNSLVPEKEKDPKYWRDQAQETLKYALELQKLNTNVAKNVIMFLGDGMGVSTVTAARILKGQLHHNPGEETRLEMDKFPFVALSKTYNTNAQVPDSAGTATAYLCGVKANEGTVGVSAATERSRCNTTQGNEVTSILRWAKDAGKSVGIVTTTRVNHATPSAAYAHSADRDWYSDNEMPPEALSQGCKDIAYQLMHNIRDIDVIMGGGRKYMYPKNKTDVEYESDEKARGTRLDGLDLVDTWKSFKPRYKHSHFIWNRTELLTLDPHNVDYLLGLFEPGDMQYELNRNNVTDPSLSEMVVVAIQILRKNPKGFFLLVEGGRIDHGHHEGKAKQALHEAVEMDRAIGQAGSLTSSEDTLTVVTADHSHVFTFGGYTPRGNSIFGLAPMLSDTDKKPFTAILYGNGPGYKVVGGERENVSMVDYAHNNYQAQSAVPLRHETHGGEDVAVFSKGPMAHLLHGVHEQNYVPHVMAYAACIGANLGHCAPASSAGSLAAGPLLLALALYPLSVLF
# SF-1 act = activators of human SF-1, primary screen, cell-based, CHO-K1, Gal4-SF-1 LBD, luciferase luminescence; activation, % at 10 µM; 65,000 tested, 1.9% active; CHO-K1 Gal4-SF-1 LBD luciferase reporter; % increase over DMSO SF-1-specific signal; Steroidogenic factor 1 (Homo sapiens), Q13285;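 active = activation above the mean activation of all tested compounds plus 3 SD, cut at about 50% in these data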
#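 Test system: transient Gal4-SF-1 LBD reporter, CHO-K1; Amount: 4,000 CHO-K1 cells per well; Doses: 10 µM only; Timing: compound exposure 20 h at 37 °C; Signal: luciferase light emission; Read-out basis: percent activation relative to DMSO median and mock-transfected background; Control set: DMSO negative control and −SF1 background wells; Replicates: one test per compound.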
# * = called active by the depositor; / = not tested or not shown.
SMILES,Abs 340nm,5HT1a ag,RORA act,MMP-13 inhibitor,5HT1a antag,Fluor 339 460,NADH enzymes,TNAP act mid DEA,SF-1 act
Cc1[nH]n2c(=O)c3c(nc2c1-c1ccccc1)CCCC3,1,-0.1,-7,-4,5,1.5,6%,0.9,0
Cc1cccc(OCc2nnc(SCc3cc(=O)n4cc(Br)ccc4n3)o2)c1,1.1,1.0,4,-4,10,1.4,8%,0.9,-6
Cc1ccc(S(=O)(=O)NCCSc2nnnn2C)cc1,0.98,-0.3,11,3,-8,1.1,8%,0.9,-1
CCC(C)NC(=O)CSc1nnc(-c2ccncc2)n1-c1ccc(OC)cc1 (configuration not stated),1,-0.3,-26,-2,-4,1.1,4%,1,-9
O=C(CCN1C(=O)c2ccccc2C1=O)N1CCN(C(=O)c2ccccc2)CC1,0.96,-2.1,7,3,6,1,2%,0.9,-14
CCc1ccccc1N1CC23C=CC(O2)C(C(=O)OC)C3C1=O (configuration not stated),1,-1.6,12,2,-15,1.1,1%,1,2
O=S1(=O)CC=C(CSc2nc3ccccc3[nH]2)C1,1,-1.8,-12,2,-5,1.1,5%,0.8,0
O=C(Cn1cnc2c(nnn2Cc2ccccc2F)c1=O)N1CCN(c2ccccc2)CC1,0.99,-0.8,6,-1,-5,1.1,4%,/,-8
CN(Cc1ccccc1)Cc1c[nH]c2ccccc12,0.99,1.8,-3,5,/,1,10%,0.9,-11
CCCCNC(=O)C(C#N)c1nc2ccccc2nc1N1CCN(Cc2ccc3c(c2)OCO3)CC1 (configuration not stated),1,-1.0,1,-9,/,1.1,3%,0.8,-2
O=C(Cc1ccc(Cl)cc1)Nc1ccccc1CO,1,-5.3,-1,-3,-5,1.1,3%,0.8,4
CC(C)(C)c1ccc(C(=O)Nc2cnccn2)cc1,0.98,-0.7,-8,1,8,1,13%,0.8,21
Cc1sc(NC(=O)c2ccco2)c(CN2CCN(c3ccccn3)CC2)c1C,1,-0.8,8,-2,17,1.2,4%,0.9,8
COc1cccc2c1nc(C)c1cc(C)oc12,1.1,-5.3,11,-16,8,1.7,3%,1,4
CC(=O)/C(C(=N)N1CCN(C(c2ccccc2)c2ccccc2)CC1)=C(\C)O,1,1.2,8,0,-8,1.1,5%,0.9,7
C=CCn1c(Cc2cccs2)nnc1SCC(=O)Nc1ccc(OC)c(OC)c1,0.98,-2.6,11,5,0,1,3%,0.9,10
CCOC(=O)C(Cc1ccccc1)NS(=O)(=O)c1ccc(NC(C)=O)cc1 (configuration not stated),0.99,-0.5,10,6,-17,1,5%,1,-6
O=C(Cn1cnc2c(cnn2-c2ccc(F)cc2)c1=O)N1CCCc2ccccc21,0.97,-0.9,-6,2,-7,1,2%,0.9,-6
COCCCNC(=O)C1CCCCN1S(=O)(=O)c1ccc(F)cc1 (configuration not stated),0.96,1.8,-2,-1,-14,1.1,4%,0.9,10
CCOC(=O)C1CCN(C(=O)c2cn(C)c(=O)c3cc(OC)c(OC)cc23)CC1,1.1,1.6,-8,-3,-13,0.76,12%,1,5
N#CCCS(=O)(=O)c1nnnn1-c1ccccc1,1,0.5,-32,-2,87*,1,6%,0.9,-19
COc1ccc(-c2csc(N(CC3CCCO3)C(=O)c3cccs3)n2)cc1 (configuration not stated),1,0.9,39,4,15,1.1,8%,0.9,41
Cc1csc(NC(=O)CSc2nnc(C)n2Cc2ccco2)n1,1,-0.5,10,-4,-14,1.2,7%,0.9,-13
COC(=O)c1ccc(C(=O)OC)c(NC(=O)c2cnc3n(c2=O)CCS3)c1,1.1,2.1,4,-23,-4,2.4*,9%,1,-11
CC(=O)c1cccc(NC(=O)CC2SC(N3CCCCC3)=NC2=O)c1 (configuration not stated),1,0.8,-3,-3,0,1,3%,0.9,9

# Next structures follow.
SMILES,Abs 340nm,5HT1a ag,RORA act,MMP-13 inhibitor,5HT1a antag,Fluor 339 460,NADH enzymes,TNAP act mid DEA,SF-1 act
Cc1ccc(S(=O)(=O)C2(C(=O)Nc3ccc4c(c3)OCO4)CC2)cc1,1,0.5,-7,5,0,1,7%,0.9,13
Cn1nc(CC(=O)N2CCN(c3ccccc3)CC2)c2ccccc2c1=O,1,-3.0,7,6,7,1.1,0%,0.9,9
FC(F)(F)c1cc(-c2ccccc2)nc(N2CCCCC2)n1,1,1.0,4,-6,2,1.3,2%,0.9,-6
CCN1CCCC1CNC(=O)c1nn(-c2ccc(C)cc2)c(=O)c2c1c1ccccc1n2C (configuration not stated),1,-0.2,-10,-4,-11,2.7*,8%,1,-7
CCOC(=O)c1c(C)noc1CP(=O)(c1ccccc1)c1ccccc1,0.97,-2.0,-4,-10,35,0.83,11%,0.9,6
CC1(C)CC(=O)C(Sc2nnc(-c3ccc(NS(C)(=O)=O)cc3)n2Cc2ccco2)C(=O)C1,0.98,-1.7,-18,-10,-13,1.1,7%,0.9,-1
CCN(CC)S(=O)(=O)c1ccc(OC(C)C)nc1,1,5.2,0,-9,-5,1,5%,0.8,-15
Cc1sc2nc3ccc(N4CCCCC4)nn3c(=O)c2c1C,1.1,-0.5,24,0,-7,2.4*,4%,0.9,7
Cc1cc(NCCCN2CCOCC2)n2nc(C)c(-c3ccccc3)c2n1,1,2.2,19,-10,2,1.5,11%,0.9,24
CC(=O)NC(CCS(C)(=O)=O)C(=O)Nc1ccc(C)c(F)c1 (configuration not stated),1,-0.5,-12,1,0,1.1,3%,0.9,4
CCCS(=O)(=O)N1CCN(CCCc2ccccc2)CC1,1,-1.3,9,0,-5,1.1,8%,0.9,6
CCOC(=O)C1CCCN(C/C(O)=C(\C#N)c2nc(-c3ccc(Cl)cc3)cs2)C1 (configuration not stated),1,-2.8,-27,-6,12,1,4%,0.9,17
Cn1c(CNc2nc(-c3ccccc3)cs2)nnc1SCC(=O)N1CCc2ccccc21,1,4.2,16,1,1,1.1,2%,0.8,-11
CCN(Cc1ccccc1)S(=O)(=O)c1ccc(S(=O)(=O)N2CCN(CCC#N)CC2)cc1,1,-0.1,7,7,11,1.1,4%,0.9,-1
Cc1nc2c(C(=O)NCc3ccco3)cnn2c(C)c1Cc1ccc(F)cc1Cl,1,-3.1,18,-33,13,3.1*,6%,0.9,-18
COc1cc(NC(=O)C(C)Oc2ccccc2)c(C(=O)O)cc1OC (configuration not stated),1,0.2,-2,-1,-10,1,2%,0.9,20
NS(=O)(=O)c1ccc(NC(=O)CCC2CCCCC2)cc1,1.1,0.3,12,-2,0,1.1,1%,0.9,4
CCOc1ccccc1Nc1cc(C)nc2nc(C)nn12,1,0.6,-10,2,1,1,8%,0.8,8
O=C(CSc1nnc(Cc2cccs2)n1Cc1ccco1)Nc1ccc(Cl)cc1Cl,1,0.2,-12,-4,36,1.1,6%,0.9,-25
Nc1nc2ccc(N3CCOCC3)cc2s1,1,-3.2,-21,5,1,1.1,3%,1,20
CCN(C(=O)COC(=O)c1cc(C)n(-c2ccc(F)cc2)c1C)C1CCS(=O)(=O)C1 (configuration not stated),1,-1.1,2,-4,-20,1,5%,0.9,-3
COC(=O)Cn1nc(-c2ccccc2)c2ccccc2c1=O,0.99,-1.6,-23,9,-2,1.1,7%,1,-8
CC(=O)c1cccc(NC(=O)C2CCCC2)c1,1,/,/,/,/,1.1,3%,0.9,/
C=CCn1c(SC/C=C/c2ccccc2)nnc1-c1sc(N)nc1C,1,-1.1,-7,5,4,1.1,1%,0.9,10
CCOCCNC(=O)c1ccccc1C(=O)NCCOCC,1,1.3,2,1,12,1.1,6%,0.9,18

# The list continues.
SMILES,Abs 340nm,5HT1a ag,RORA act,MMP-13 inhibitor,5HT1a antag,Fluor 339 460,NADH enzymes,TNAP act mid DEA,SF-1 act
COc1ccc(-c2noc(CN3CCN(c4ccccc4F)CC3)n2)cc1OC,1,-0.2,1,2,4,1.1,5%,1,-17
CCC(=O)Nc1c(C(=O)Nc2cccc(OC)c2)oc2ccccc12,1.1,-4.3,9,5,4,1.3,5%,0.8,20
O=C(CSc1nc2ccccc2s1)N1CCN(C(=O)c2ccco2)CC1,1,-0.7,-1,4,4,1.1,2%,0.9,14
CCn1c(SCC(=O)N2CCc3ccccc32)nc2c(c1=O)SC(C)C2 (configuration not stated),1.1,0.7,5,8,-14,1,4%,1,-5
CC1CC(C)(C)CC2(C1)NC(=O)N(CC(=O)NCC(c1ccco1)N1CCCCC1)C2=O (configuration not stated),0.98,0.5,-15,-4,-5,1.1,6%,0.9,-7
CC(C)c1ccc(Nc2nc(NCc3ccco3)nc(N3CCOCC3)n2)cc1,1,3.6,-1,3,11,1.1,9%,1,-10
CC1CCN(S(=O)(=O)c2ccc(S(=O)(=O)NCC(=O)C(C)(C)C)cc2)CC1,1,0.7,-8,2,-7,1,1%,0.8,-16
Cc1c(-c2ccc(F)cc2)nc(N)c(C#N)c1-c1ccco1,1.1,4.1,-6,-39,-22,2.4*,5%,1,3
OCCNc1nc(-c2cccnc2)nc2ccccc12,1.1,-0.6,-2,2,6,1.1,3%,1,15
COc1ccc(OC)c(-c2cc(C(=O)NCc3ccco3)no2)c1,1,-0.4,-8,-11,-3,1.7,12%,0.8,-2
O=C(Cn1c(=O)oc2cc(S(=O)(=O)NCc3ccccc3)ccc21)NCc1ccco1,1,-3.3,-6,3,1,1.1,3%,0.9,8
Cn1c(=O)cc(OCCCC(=O)N2CCN(Cc3ccc4c(c3)OCO4)CC2)c2ccccc21,1,0.1,-4,-6,-13,1,4%,1,-12
CCOC(=O)c1ccc(N2Cc3ccccc3C2)cc1O,1,-2.7,-20,-4,6,1.3,3%,0.9,-26
O=C(O)CN1CCOCCOCCN(CC(=O)O)CCOCCOCC1,1,-1.7,1,2,-5,1.1,5%,0.9,2
COCCOC(=O)C1=C(C)NC2=C(C(=O)CCC2)C1c1cc2c(cc1Br)OCO2 (configuration not stated),1.1,-0.3,-4,-12,-4,1.5,8%,1,22
CCCOc1c(OC)cccc1C1CC(=O)Nc2cc(OC)c(OC)c(OC)c21 (configuration not stated),1,-0.7,9,7,-8,1.2,4%,1,-5
COc1ccc(Br)cc1C(=O)Nc1ccc(N2CCN(S(C)(=O)=O)CC2)cc1,1.1,0.1,8,4,2,1.1,1%,0.9,7
CCSC1=C(C#N)C(c2ccc(OC)c(OC)c2)CC(=O)N1 (configuration not stated),1,0.8,-19,6,3,1.1,5%,1,23

# Full records, looked up by structure. Order of values: Abs 340nm	5HT1a ag	RORA act	MMP-13 inhibitor	5HT1a antag	Fluor 339 460	NADH enzymes	TNAP act mid DEA	SF-1 act
# `CCC(=O)Nc1c(C(=O)Nc2cccc(OC)c2)oc2ccccc12` reads 1.1	-4.3	9	5	4	1.3	5%	0.8	20
# `COc1ccc(OC)c(-c2cc(C(=O)NCc3ccco3)no2)c1` reads 1	-0.4	-8	-11	-3	1.7	12%	0.8	-2
# `CC(C)c1ccc(Nc2nc(NCc3ccco3)nc(N3CCOCC3)n2)cc1` reads 1	3.6	-1	3	11	1.1	9%	1	-10
# `Cc1c(-c2ccc(F)cc2)nc(N)c(C#N)c1-c1ccco1` reads 1.1	4.1	-6	-39	-22	2.4*	5%	1	3
